# D2 potentiator = positively modulates the human D2 dopamine receptor allosterically; HEK293 T-REx D2, calcium flux, EC20 dopamine potentiation; potentiation, % at 10 µM; actives 0.34% (n = 340,000);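 active means potentiation over 3 SD above the plate norm, cut at about 30% in these data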; further: 0% is about no effect
# Target sequence (P14416 whole entry, looked up): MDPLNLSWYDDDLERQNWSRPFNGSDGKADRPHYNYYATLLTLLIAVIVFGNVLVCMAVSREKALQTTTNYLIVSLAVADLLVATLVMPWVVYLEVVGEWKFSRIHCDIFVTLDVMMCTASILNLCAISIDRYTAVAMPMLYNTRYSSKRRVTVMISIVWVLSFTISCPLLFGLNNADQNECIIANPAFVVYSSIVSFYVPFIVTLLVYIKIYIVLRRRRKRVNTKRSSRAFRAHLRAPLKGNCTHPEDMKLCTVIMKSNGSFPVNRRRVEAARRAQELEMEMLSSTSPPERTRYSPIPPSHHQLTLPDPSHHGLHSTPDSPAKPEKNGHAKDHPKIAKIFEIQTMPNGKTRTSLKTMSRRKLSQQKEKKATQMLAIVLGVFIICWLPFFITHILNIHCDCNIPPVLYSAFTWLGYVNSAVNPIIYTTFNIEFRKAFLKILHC
#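 Calcium flux readout, no-wash dye, 1 read/s. Inducible HEK293 Trex D2 line, overnight 30 C. Compound alone 180 s (agonist flags), then EC20 dopamine, another 180 s to score potentiation.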
# TRHR PAM = allosteric enhancers of human TRH receptor | P34981 | TRHR cells, fluo-8 calcium fluorescence, EC20 TRH enhancement | enhancement, % at 2 µM | actives 0.66% (n = 360,000); in the data active means enhancement above about 30%; further: 0% is about no effect
# Target sequence (P34981 whole entry, looked up): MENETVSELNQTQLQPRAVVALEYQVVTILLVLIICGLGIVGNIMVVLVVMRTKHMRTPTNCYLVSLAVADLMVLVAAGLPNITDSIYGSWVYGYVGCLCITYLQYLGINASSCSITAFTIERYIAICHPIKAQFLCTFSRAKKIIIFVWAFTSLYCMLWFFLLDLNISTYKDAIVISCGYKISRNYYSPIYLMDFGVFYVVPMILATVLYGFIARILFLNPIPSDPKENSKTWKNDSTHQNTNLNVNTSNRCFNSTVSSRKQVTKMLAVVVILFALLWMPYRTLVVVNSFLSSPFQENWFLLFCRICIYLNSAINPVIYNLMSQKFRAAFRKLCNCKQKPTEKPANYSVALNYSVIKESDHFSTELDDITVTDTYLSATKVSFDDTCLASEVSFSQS
#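 Enhancer read-out: after compound pinning and an initial kinetic agonist-mode read, an EC20 of TRH (10 nM final) was injected and fluo-8 calcium signal (Ex 480/Em 530) followed at 1 s/cycle for 100 cycles in TRHR-expressing cells.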
# RXFP1 agonist = RXFP1 (human) receptor agonism; HEK293T-RXFP1 cAMP TR-FRET, 30 min; response scale: percent of porcine relaxin response, buffer zero; Q9HBX9; actives 0.3% (n = 370,000); AID 2676; Potency, µM (titrated, usually from 57.5 µM), for the others: top-dose activation, usual class: activators; active means well fitted activation curve with a large enough effect; inconclusive means small, poorly fitted or top-dose-only effect; further: potency means the concentration at half of the fitted maximal effect; on the % scale 0 is the no-effect control and ±100 the full control effect; nearly all actives have a fitted effect of over 60% in size; many of its hits are not listed in these tables
#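 Agonist response is measured as cAMP accumulation in an RXFP1-transfected HEK293T line under PDE4 inhibition. Values are scaled between buffer-only and 29 nM porcine relaxin, and EC50s come from standard Hill equation fits.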
# D2 ag = activates the human D2 dopamine receptor | HEK293 T-REx D2 cells, calcium flux agonist mode | actives 0.53% (n = 340,000) | activation, % at 2 µM | P14416;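 active means activation over 3 SD above normal in the single-dose calcium agonist read, cut at about 30% in these data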; further: 0% is about no effect
#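 Agonism scored from kinetic calcium signal (1 read/sec, 180 s) following compound pin transfer, after a 10 s baseline. Cells: HEK293 Trex line expressing inducible D2 receptor coupled to calcium, dye-loaded after overnight culture at 30 C.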
# D1 PAM = human D1 dopamine receptor positive modulation | AID 504651 | HEK293 TREx D1 cells, calcium flux, dopamine EC20 potentiation | potentiation, % at 10 µM | actives 0.036% (n = 360,000); in the data active means potentiation above about 30%; further: 0% is about no effect
# RXFP1 antagonist = blocks the human relaxin receptor RXFP1. Q9HBX9. HEK293-RXFP1, relaxin-stimulated cAMP HTRF, 30 min; active compounds read low. activity change, negative = inhibition, % at 57.5 µM. actives 0.59% (n = 350,000);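 active means activity change of -60% or lower, but not beyond a set lower limit; inconclusive means change between -60% and -40%, or beyond the set limit; inactive means change above -40%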; further: on the % scale 0 is the no-effect control and ±100 the full control effect
# D1 antagonist = human D1 dopamine receptor antagonism; AID 504652; actives 3.2% (n = 360,000); P21728; HEK293 TREx D1 cells, calcium flux, dopamine EC80; active compounds read low; activity change, negative = inhibition, % at 10 µM; in the data active means activity change below about -30%; further: on the % scale 0 is the no-effect control and ±100 the full control effect
#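 Allosteric or orthosteric antagonism assessed as attenuation of the calcium response to EC80 dopamine, added 180 s after compound, in induced HEK293 Trex D1 cells loaded with no-wash calcium dye.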
# D1 ag = human D1 receptor agonism; P21728; HEK293 T-REx D1 cells, calcium flux, agonist mode; activation, % at 2 µM; actives 1% (n = 360,000); AID 504660; in the data active means activation above about 30%; further: 0% is about no effect
#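 Agonism was scored from calcium flux recorded over 180 s (1 read/s) after pintool compound addition, following a 10-cycle baseline. Cells were inducible force-coupled HEK293 TREx D1, plated overnight at 30 C and loaded with no-wash calcium dye.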
# D2 antag = antagonizes the human D2 dopamine receptor; HEK293 TREx D2 cells, calcium flux, dopamine EC80; inhibition, % at 10 µM; actives 2% (n = 340,000); AID 485344; in the data active means inhibition above about 30%; further: 0% is about no effect
#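 Calcium flux kinetic readout in an inducible HEK293 TREx D2 line plated overnight at 30 C. After 180 s compound exposure, an EC80 dopamine challenge follows with another 180 s kinetic read to detect antagonism.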
# Active calls of the source: *; ? = inconclusive; · = no result given. Not all compounds are listed. The share of hits here may be higher or lower than overall.
SMILES,D2 potentiator,TRHR PAM,RXFP1 agonist,D2 ag,D1 PAM,RXFP1 antagonist,D1 antagonist,D1 ag,D2 antag
O=C(COC(=O)c1cn(-c2ccccc2)nc1-c1cccnc1)NC1CC1,2,-3,0.9%,1.7,-3,-2,-12,1,3
CCOc1cc(/C=N/NC(=O)CSc2cccc3cccnc23)ccc1O,0,3,2.7%,0.9,10,-5,-11,0,-2
CC(C)(CNC(=O)C1CCN(S(=O)(=O)c2cc([N+](=O)[O-])ccc2Cl)CC1)N1CCOCC1,-4,-4,2.0%,0.0,-10,-13,-7,1,17
CCOC(=O)COc1cccc2c(=O)n(CC(=O)N3CCN(C(=O)OCC)CC3)ccc12,-16,-7,0.0%,·,0,-2,-6,0,·
COC(=O)c1cc(NC(=O)c2cccc(F)c2)cc(C(=O)OC)c1,-1,-4,1.8%,-1.1,2,7,-9,-1,-11
CCOC(=O)CSCc1c(C#N)c2ccccc2n1C,·,-6,0.1%,·,0,9,10,2,·
COC(=O)c1ccccc1NC(=O)Cn1c(=O)n(CCC(=O)NC2CCN(Cc3ccccc3)CC2)c(=O)c2ccccc21,-3,11,0.0%,-0.7,-4,10,6,6,7
O=C(CN1C(=O)C2C3C=CC(C4CC34)C2C1=O)Oc1ccccc1 (configuration not stated),17,-10,-0.6%,1.8,0,0,2,6,-7
Cc1cccc(-n2c(CCn3nc(C)c([N+](=O)[O-])c3C)n[nH]c2=S)c1,-12,-3,0.3%,0.0,-1,8,·,1,-14
Oc1ccc(C2=NN(c3ccccc3)C(c3ccc(F)cc3)C2)cc1 (configuration not stated),4,17,15%,0.7,1,36,8,2,33*
N/C(=N\OS(=O)(=O)c1ccc2ccccc2c1)c1cccnc1,2,-3,1.3%,0.6,-3,3,11,2,6
CC(=O)N1c2ccc(S(=O)(=O)NCCC(=O)Nc3ccccc3C)cc2CC1C (configuration not stated),-6,-11,0.2%,0.1,-3,15,-2,2,4
CN(C)CCSc1nnc2[nH]c3ccccc3c2n1,·,1,3.4%,·,-7,5,0,3,·
O=C1S/C(=C\C=C\c2ccco2)C(=O)N1c1ccccc1,-3,1,0.2%,-1.2,2,?,-13,3,0
Cc1ccc(N2CC(NC(=O)c3ccc(S(=O)(=O)N4CCCC4)cc3)CC2=O)cc1C (configuration not stated),10,9,0.5%,1.4,0,-8,·,-3,·
O=C(NCCN1CCN(c2ccccc2)CC1)c1ccc2c(c1)[nH]c(=S)n1c3ccccc3nc21,-17,0,21%,48*,2,-8,3,-1,34*
COc1ccc(Cl)cc1NC(=O)CN(C)C(=O)c1sc2ccccc2c1Cl,-17,-6,1.4%,0.2,-6,-4,-21,4,-1
CCc1cc2c(=O)c(-c3nc4ccccc4n3C)coc2c(CN2CCOCC2)c1O,-2,-4,-0.4%,-1.3,-9,-6,-4,2,-4
COc1ccc(S(=O)(=O)N2CCOCC2)cc1NC(=O)CCc1nc2ccccc2c(=O)[nH]1,14,2,22%,-0.6,20,-9,13,4,-15
COc1ccc(C(=O)C23CC4CC(C2)CC(C(=O)c2ccc(OC)cc2)(C4)C3)cc1,6,-3,2.5%,-2.2,6,5,·,-1,-10

# Brought forward from above: 3 compounds, followed by the next part.
SMILES,D2 potentiator,TRHR PAM,RXFP1 agonist,D2 ag,D1 PAM,RXFP1 antagonist,D1 antagonist,D1 ag,D2 antag
CCc1cc2c(=O)c(-c3nc4ccccc4n3C)coc2c(CN2CCOCC2)c1O,-2,-4,-0.4%,-1.3,-9,-6,-4,2,-4
COc1ccc(S(=O)(=O)N2CCOCC2)cc1NC(=O)CCc1nc2ccccc2c(=O)[nH]1,14,2,22%,-0.6,20,-9,13,4,-15
COc1ccc(C(=O)C23CC4CC(C2)CC(C(=O)c2ccc(OC)cc2)(C4)C3)cc1,6,-3,2.5%,-2.2,6,5,·,-1,-10
COc1c2ccoc2c(OC(C)=O)c2oc(C)cc(=O)c12,4,5,2.5%,0.8,-4,4,-3,2,3
O=C(Cn1ccc(C(F)(F)F)n1)Nc1ccc(S(=O)(=O)NCc2ccco2)cc1,-11,-3,2.1%,-1.2,4,6,-5,1,-1
COc1ccc(CCC2(C)NC(=O)N(C(C)C(=O)N3c4ccccc4CC3C)C2=O)cc1 (configuration not stated),3,-3,0.7%,0.0,-10,-9,7,3,-1
COc1ccc(Cc2nnc(SCC(=O)Nc3ccc(N4CCOCC4)cc3)o2)cc1,0,-3,-0.2%,0.5,·,-8,7,6,4
C=CCn1c(N2CCCC2)nc2c1c(=O)n(C)c(=O)n2C,12,-7,9.2%,-0.9,-7,-10,2,3,-3
c1ccc2c(c1)CCCc1cc(NCCN3CCOCC3)nnc1-2,6,3,-0.4%,0.4,-1,·,14,3,17
CCCC(=O)n1nc(-c2ccccc2)nc1SC,-6,1,-0.1%,-1.8,-6,-4,6,1,-34
CC(CCc1ccccc1)NC(=O)CN1CCc2ccccc2C1 (configuration not stated),-17,-1,2.7%,71*,-2,-10,1,9,68*
C#CCOCCOCCOCCNc1nc(N2CCN(C(=O)[C@H](CCCCN)n3cc(C(N)COC(=O)C(F)(F)F)nn3)CC2)nc(N2CCN(C(=O)[C@H](CCCCN)n3cc(C(N)CC(C)C)nn3)CC2)n1 (some centres not stated),12,-4,0.1%,-0.1,-3,·,3,0,29
O=P(CCCO)(Cc1ccccc1)Cc1ccccc1,-14,-3,-1.3%,1.0,-3,-11,-8,2,-7
COc1cc(C(=O)NCCC(=O)N2CCCCC2)cc(OC)c1OC,18,2,3.3%,0.2,-1,-5,4,4,-16
CC(C)(O)c1cn(-c2nonc2N)nn1,16,0,-0.7%,-0.4,-1,-5,-1,4,-7
Cn1c(COc2ccccc2)nc2ccccc21,11,1,2.6%,0.1,-4,13,6,2,28
COc1ccc(Cn2c(C)c(C)c(C#N)c2NC(=O)Nc2cccc(Cl)c2)cc1,1,3,0.3%,-0.1,9,-9,-1,4,-4
O=C(CN1C(=O)CC(c2ccco2)Sc2ccccc21)Nc1ccc(OC(F)(F)F)cc1 (configuration not stated),-5,17,0.6%,·,1,·,-19,4,·
CC(C)CC(C(=O)O)N1C(=O)C2C3CC(C2C1=O)C1C(c2ccccc2)c2sc(=O)[nH]c2SC31 (configuration not stated),·,2,0.2%,·,6,-3,2,2,·
COc1cc(/C=N/NC(=O)CCn2nnc3ccccc32)ccc1O,-2,-5,0.3%,0.6,-2,-2,-4,2,10
O=C(COC(=O)c1n[nH]c2ccccc12)NC(=O)NC12CC3CC(CC(C3)C1)C2,-32,7,5.1%,7.5,19,-31,14,5,-19
COCCc1nn2c(=O)cc(COC(=O)c3ccccc3C)nc2s1,-7,8,3.1%,-1.4,-1,2,3,13,·
O=C(NCCCCCCNC(=O)NCc1ccco1)NCc1ccco1,-7,0,0.6%,0.1,-4,·,-9,1,-10

# Records listed so far marked active in D2 antag:
molecule,D2 potentiator,TRHR PAM,RXFP1 agonist,D1 PAM,RXFP1 antagonist,D1 antagonist,D1 ag,D2 antag
Oc1ccc(C2=NN(c3ccccc3)C(c3ccc(F)cc3)C2)cc1 (configuration not stated),4,17,15%,1,36,8,2,33*
O=C(NCCN1CCN(c2ccccc2)CC1)c1ccc2c(c1)[nH]c(=S)n1c3ccccc3nc21,-17,0,21%,2,-8,3,-1,34*
CC(CCc1ccccc1)NC(=O)CN1CCc2ccccc2C1 (configuration not stated),-17,-1,2.7%,-2,-10,1,9,68*

# (continued)
SMILES,D2 potentiator,TRHR PAM,RXFP1 agonist,D2 ag,D1 PAM,RXFP1 antagonist,D1 antagonist,D1 ag,D2 antag
Cc1[nH]c(=O)[nH]c(=O)c1CSc1nnc([C@H](CC(C)C)NC(=O)OC(C)(C)C)o1,15,8,0.4%,-0.2,-1,-12,6,1,2
CN(CCNC(=O)c1ccc(CS(=O)(=O)c2ccc(Br)cc2)o1)CCc1ccccc1,-25,16,0.2%,53*,-17,-5,-15,5,24
Cc1cc(C)nc(-n2ncc3c2CC(c2ccc(C(C)C)cc2)CC3=O)n1 (configuration not stated),9,1,-0.9%,-1.3,29,-15,28,0,2
COc1cc(/C=N/NC(=O)c2cccc3ccccc23)cc(OC)c1O,3,7,-0.2%,0.0,4,11,-9,1,3
Cc1ccc(NC(=O)c2cn(-c3ccccc3)nc2-c2ccccc2)cc1,-4,7,-3.2%,-1.3,-3,-21,-4,3,·
CCOc1ccc(N2C(=O)C3=C(C(c4ccc(Cl)cc4)=NCCN3)C2c2cccnc2)cc1 (configuration not stated),4,4,2.6%,0.3,-4,0,-47*,1,-1
COc1ccc(-c2csc(NC(=O)Cn3nc(C)cc3C)n2)cc1,-1,-3,2.7%,0.1,-10,-6,4,3,-1
Cc1c(C2(O)CCCCC2)[nH]c2cnccc12,9,-9,4.8%,0.1,0,·,·,4,5
Cc1c(C(=O)NCc2ccccc2)oc2c1C(=O)CCC2,-2,3,1.7%,0.7,1,-11,-8,0,11
Cc1n[nH]c(C)c1CS(=O)(=O)c1ccccc1,-29,-3,-1.1%,0.8,8,-5,-1,0,-1
O=[N+]([O-])c1ccc(/C=C/c2ccncc2)cc1,-6,-12,5.0%,0.7,-4,17,8,0,2
CCn1c(SCC(=O)Nc2cccc(C)n2)nc2c1c(=O)n(C)c(=O)n2C,3,-2,25%,-1.6,-2,-2,-4,2,-18
N#Cc1ccc(NC(=O)Cn2c3[n+](c4ccc(C(F)(F)F)cc42)CCCCC3)cc1,-12,1,0.4%,0.0,2,3,·,-1,-17
C=CCn1c(SCC(=O)Nc2nc3ccccc3s2)nnc1-c1ccccc1O,6,1,-0.2%,0.6,-4,-16,-12,22,-6
NS(=O)(=O)c1ccc(CNS(=O)(=O)c2ccc3ccccc3c2)cc1,6,-7,0.8%,0.1,-8,-19,-26,4,14
O=C(/C=C/c1cccc(F)c1)OCC(=O)N1CCCc2ccccc21,-4,-1,1.3%,-0.3,-6,4,-22,2,12
CC(C)OCCCN1C(=O)c2[nH]nc(-c3ccccc3O)c2C1c1ccc(OCc2ccccc2)cc1 (configuration not stated),10,9,0.4%,-0.7,3,?,1,-1,·
O=C(Nc1ccccc1F)c1ccc([N+](=O)[O-])s1,-7,-4,1.0%,-0.1,-3,-3,-20,3,4
C=CCc1cccc(CNn2cnnc2)c1O,0,1,0.6%,0.8,-2,5,-1,2,9
CCCCOc1ccc(Cn2c(=O)sc3ccccc32)cc1OC,3,-12,0.1%,0.2,-5,-25,-9,10,·
Cc1cccc(NC(=O)CSc2nc(-c3ccco3)nc3cc(=O)[nH]n23)c1,4,2,-0.3%,-0.2,-1,-35,-4,5,·
Cc1ccc(-n2nc3c(=O)n(C(C)C(=O)NCc4ccc(OC(C)C)cc4)nc(C)c3c2C)cc1 (configuration not stated),3,-12,-0.2%,·,0,-25,-6,1,·
COc1ccc(/C=C\C(=O)NCc2ccc3[nH]c(C)cc3c2)cc1OC,13,-1,5.7%,-1.1,-7,-4,24,-3,8

# Source: PubChem (National Center for Advancing Translational Sciences (NCATS))
